Source: PubChem BioAssay
C8 TRAIL sens – caspase-8 TRAIL sensitization; NB7+C8 cells + TRAIL, ATPlite viability luminescence; inhibition (viability loss, TRAIL sensitization), % at 10 µM; 360,000 tested, 1% active; AID 624354;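 active = compounds causing at least 50% loss of cell viability in the single-dose screen, relative to plate controls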
CF NFkB block – blocks PAF-induced NF-kB reporter in cystic fibrosis cells. KKLEB NF-kB-GFP reporter, GFP fluorescence overnight. inhibition, % at 5 µM. 360,000 tested, 0.86% active;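 active = at least 50% inhibition at 5 µM, scaled per plate between neutral and stimulator controls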;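 note: PAF is a Pseudomonas aeruginosa culture filtrate used as stimulus; plate controls were PAF-stimulated DMSO wells for no effect and unstimulated DMSO wells for full effect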
TROY NFkB inh – TROY signaling inhibition | Q293 LMP1-TROYcd NF-kB luciferase reporter, 4 h | inhibition, % at 10 µM | 360,000 tested, 0.98% active | AID 1347056;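 active = compounds whose plate-normalised and pattern-corrected inhibition of the luciferase reporter signal at the single screening dose is 50% or more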
LMP1 NFkB inh – reduces LMP1-driven NF-kappaB luciferase signal; LMP1-induced NF-kappaB luciferase reporter cells, luminescence; inhibition, % at 12.5 µM; 350,000 tested, 0.69% active; in the data active = inhibition above about 41%;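 note: 0% = neutral control wells and 100% = reference inhibitor control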
LRH-1 inv ag – NR5A2 inverse agonism in reporter assay | inhibition, % at 3.6 µM | AID 602396 | HEK293T StAR-luciferase reporter, LRH-1 transfected, 24 h | 360,000 tested, 0.13% active;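 active = inhibition above the mean inhibition of all tested compounds plus 3 SD, cut at about 73% in these data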;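 note: 0% = DMSO wells and 100% = reporter-only cells lacking LRH-1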
NCOA1 inh – inhibits human SRC1 coactivator | Q15788 | HEK293 GAL4-SRC1 luciferase reporter, luminescence | inhibition, % at 3.6 µM | 360,000 tested, 0.12% active | AID 588354;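 active = inhibition above the campaign mean plus 3 SD, with each screening campaign given its own cutoff, cut at about 60% in these data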;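 note: 0% = DMSO treated cells and 100% = gossypol at 36 µM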
Shn3 3UTR inh – reduces Shn3 3'UTR luciferase signal in osteoblasts. AID 588674. 360,000 tested, 0.52% active. Clone20 osteoblast Shn3 3'UTR firefly luciferase, 24 h. inhibition, % at 12.5 µM;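 active = mean inhibition of at least 75% with every replicate also reaching 75%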;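 note: 0% = median of neutral control wells and 100% = pilot-screen positive control compound; some compounds past the cut are filed as inactive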
TWEAK-Fn14 inh – blocks TWEAK-Fn14 interaction in a reporter cell assay | TWEAK-stimulated Fn14 reporter cells, luciferase luminescence, 8 h | inhibition, % at 10 µM | 360,000 tested, 2% active; in the data active = inhibition above about 50%
SRC3 inh – inhibits human SRC3 coactivator | inhibition, % at 3.6 µM | 360,000 tested, 0.17% active | HEK293 GAL4-SRC3 luciferase reporter, luminescence | Q9Y6Q9 | AID 588352;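 active = inhibition above a per-campaign cutoff, the mean of all compounds plus 3 SD, cut at about 60% in these data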;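 note: 0% = DMSO-treated cells and 100% = gossypol-treated cells at 36 µM; higher means less SRC3-driven luciferase light from the GAL4 reporter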
Target sequence (Q9Y6Q9 whole entry, looked up, the tested form may be a part): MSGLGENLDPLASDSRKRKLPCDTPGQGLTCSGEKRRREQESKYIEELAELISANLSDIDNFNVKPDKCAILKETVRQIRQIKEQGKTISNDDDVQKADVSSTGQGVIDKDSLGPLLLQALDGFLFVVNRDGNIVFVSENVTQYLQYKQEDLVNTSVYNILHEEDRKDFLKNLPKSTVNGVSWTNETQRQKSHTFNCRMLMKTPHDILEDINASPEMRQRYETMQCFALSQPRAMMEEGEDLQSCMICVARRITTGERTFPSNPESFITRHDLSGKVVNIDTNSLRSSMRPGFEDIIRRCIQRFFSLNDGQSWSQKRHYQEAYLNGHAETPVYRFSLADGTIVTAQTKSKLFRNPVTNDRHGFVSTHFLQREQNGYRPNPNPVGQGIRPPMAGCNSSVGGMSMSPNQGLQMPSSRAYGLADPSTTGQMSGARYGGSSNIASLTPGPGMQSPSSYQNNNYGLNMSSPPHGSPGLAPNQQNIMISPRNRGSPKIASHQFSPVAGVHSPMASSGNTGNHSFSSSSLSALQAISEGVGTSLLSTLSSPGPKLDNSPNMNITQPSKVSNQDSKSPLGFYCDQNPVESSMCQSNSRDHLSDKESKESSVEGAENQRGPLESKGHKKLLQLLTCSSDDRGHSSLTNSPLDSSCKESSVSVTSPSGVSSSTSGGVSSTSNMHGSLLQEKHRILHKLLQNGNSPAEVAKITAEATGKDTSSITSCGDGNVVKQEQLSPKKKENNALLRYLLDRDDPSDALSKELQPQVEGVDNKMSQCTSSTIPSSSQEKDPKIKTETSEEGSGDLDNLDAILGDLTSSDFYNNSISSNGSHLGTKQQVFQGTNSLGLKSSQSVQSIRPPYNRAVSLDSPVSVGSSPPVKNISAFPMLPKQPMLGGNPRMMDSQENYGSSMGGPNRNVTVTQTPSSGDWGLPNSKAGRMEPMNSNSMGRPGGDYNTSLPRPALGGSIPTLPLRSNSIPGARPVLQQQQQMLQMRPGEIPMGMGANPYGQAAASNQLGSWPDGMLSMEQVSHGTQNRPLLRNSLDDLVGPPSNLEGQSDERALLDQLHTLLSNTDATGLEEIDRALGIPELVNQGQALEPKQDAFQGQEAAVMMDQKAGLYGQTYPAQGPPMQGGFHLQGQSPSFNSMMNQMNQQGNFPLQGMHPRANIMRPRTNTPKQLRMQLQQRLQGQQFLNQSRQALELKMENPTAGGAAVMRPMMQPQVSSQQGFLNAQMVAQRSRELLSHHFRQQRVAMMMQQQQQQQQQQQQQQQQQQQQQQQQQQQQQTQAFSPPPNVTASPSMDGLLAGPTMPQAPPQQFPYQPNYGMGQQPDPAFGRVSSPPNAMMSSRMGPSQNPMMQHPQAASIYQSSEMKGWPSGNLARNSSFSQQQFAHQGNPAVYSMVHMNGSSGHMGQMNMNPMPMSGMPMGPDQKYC
NR2F2 inh – inhibitors of human COUP-TFII (NR2F2); P24468; HEK293T NGFI-A luciferase reporter, luminescence; inhibition, % at 8.6 µM; 370,000 tested, 0.7% active;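 active = inhibition above a per-plate cutoff, mean inhibition of test wells between control levels plus 3 SD, cut at about 38% in these data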;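 note: cells cotransfected with COUP-TFII expression vector driving the NGFI-A reporter; 0% = median of COUP-TF2 test wells and 100% = reporter-only cells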
KKLEB cytotox – reduces viability of KKLEB cystic fibrosis airway cells. KKLEB CF airway cells viability, ATPlite luminescence, overnight; hits give low values; cells stimulated with P. aeruginosa culture filtrate. activity change (cytotoxicity), % at 5 µM. 360,000 tested, 0.36% active. AID 602141;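 active = corrected activity change at or below -50% at 5 µM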
* = called active by the depositor. These rows are one share of the data; rates above refer to the full screens.

How did CN(CCNS(=O)(=O)c1ccc2c(c1)oc(=O)n2C)Cc1ccccc1 do in these assays?
C8 TRAIL sens: -19; CF NFkB block: -18; TROY NFkB inh: 0; LMP1 NFkB inh: 6; LRH-1 inv ag: -9; NCOA1 inh: -4; Shn3 3UTR inh: 2; TWEAK-Fn14 inh: -3; SRC3 inh: 2; NR2F2 inh: 5; KKLEB cytotox: 8

How did CN(C(=O)COC(=O)c1ccc(F)c(S(=O)(=O)N2CCOCC2)c1)C1CCS(=O)(=O)C1 (stereo not drawn) do in these assays?
C8 TRAIL sens: -30; CF NFkB block: -14; TROY NFkB inh: -8; LMP1 NFkB inh: -1; LRH-1 inv ag: 5; NCOA1 inh: -16; Shn3 3UTR inh: -6; TWEAK-Fn14 inh: 5; SRC3 inh: 10; KKLEB cytotox: 14

How did Cc1cc2nc3c(=O)n(CCc4ccccc4)c(=O)[nH]c3nc2cc1N do in these assays?
C8 TRAIL sens: 20; CF NFkB block: -31; TROY NFkB inh: 37; LMP1 NFkB inh: 17; LRH-1 inv ag: 5; NCOA1 inh: -20; TWEAK-Fn14 inh: 13; SRC3 inh: 4; NR2F2 inh: 2; KKLEB cytotox: 6

Results for Cc1ccc(NC(=O)CN2C(=O)C(=O)N(C3CCCC3)C2=O)cc1Cl ?
C8 TRAIL sens: -25; CF NFkB block: -4; TROY NFkB inh: -9; LMP1 NFkB inh: -5; LRH-1 inv ag: -6; NCOA1 inh: -8; Shn3 3UTR inh: -9; TWEAK-Fn14 inh: -16; SRC3 inh: -14; NR2F2 inh: -4; KKLEB cytotox: 13

How did CCn1c(C(C)NC(=O)c2ccc(C)cc2)n[nH]c1=S (stereo not drawn) do in these assays?
C8 TRAIL sens: 0; CF NFkB block: 4; TROY NFkB inh: 22; LMP1 NFkB inh: -34; LRH-1 inv ag: 8; NCOA1 inh: 1; Shn3 3UTR inh: -1; TWEAK-Fn14 inh: -5; SRC3 inh: 9; NR2F2 inh: -6; KKLEB cytotox: 3

How did O=C(NCc1ccccc1)c1ccc2ccccc2n1 do in these assays?
C8 TRAIL sens: -14; CF NFkB block: -4; TROY NFkB inh: -27; LMP1 NFkB inh: -12; LRH-1 inv ag: 2; NCOA1 inh: 8; Shn3 3UTR inh: -4; TWEAK-Fn14 inh: 27; SRC3 inh: 5; NR2F2 inh: 5; KKLEB cytotox: 0

Results for O=C(NCc1ccccc1)C(c1ccco1)N(C(=O)c1ccccn1)c1ccccc1 (stereo not drawn) ?
C8 TRAIL sens: -5; CF NFkB block: 5; TROY NFkB inh: -2; LMP1 NFkB inh: -9; LRH-1 inv ag: -2; NCOA1 inh: -10; Shn3 3UTR inh: 18; TWEAK-Fn14 inh: 26; SRC3 inh: 13; NR2F2 inh: 7; KKLEB cytotox: 1

Results for Cc1ccc(C(=O)NCCCN2CCN(CCCNC(=O)c3ccc(C)cc3)CC2)cc1 ?
C8 TRAIL sens: -2; CF NFkB block: -5; TROY NFkB inh: -16; LMP1 NFkB inh: 1; LRH-1 inv ag: -4; NCOA1 inh: -1; Shn3 3UTR inh: -18; TWEAK-Fn14 inh: 8; SRC3 inh: 15; NR2F2 inh: 0; KKLEB cytotox: -6

What do the screens show for `C/C=C(\C)C(=O)NCCN1C2=NC[C@H](C)N2C[C@@H]1Cc1ccc(OC)cc1`?
C8 TRAIL sens: -3; CF NFkB block: 5; TROY NFkB inh: -3; LMP1 NFkB inh: 1; LRH-1 inv ag: -4; NCOA1 inh: 10; Shn3 3UTR inh: -1; TWEAK-Fn14 inh: 0; SRC3 inh: -3; NR2F2 inh: 14; KKLEB cytotox: -14

Results for Cc1c(C(=O)OC2CCCC2C)[nH]c2c1C(=O)CCC2 (stereo not drawn) ?
C8 TRAIL sens: -3; CF NFkB block: -9; TROY NFkB inh: -12; LMP1 NFkB inh: -27; LRH-1 inv ag: -86; NCOA1 inh: -39; Shn3 3UTR inh: -16; TWEAK-Fn14 inh: -22; SRC3 inh: -77; NR2F2 inh: -14; KKLEB cytotox: 5

How did CC(=O)c1cccc(NC(=O)C2=CN3CCS(=O)(=O)N=C3C=C2)c1 do in these assays?
C8 TRAIL sens: -1; CF NFkB block: 5; TROY NFkB inh: 3; LMP1 NFkB inh: -1; LRH-1 inv ag: -10; NCOA1 inh: 12; Shn3 3UTR inh: -8; TWEAK-Fn14 inh: 13; SRC3 inh: 19; NR2F2 inh: -22; KKLEB cytotox: 5

Results for O=C(Nc1ncc(Cc2ccccc2)s1)C1CCCO1 (stereo not drawn) ?
C8 TRAIL sens: 5; CF NFkB block: 9; TROY NFkB inh: -14; LMP1 NFkB inh: -11; LRH-1 inv ag: -141; NCOA1 inh: -106; Shn3 3UTR inh: -35; TWEAK-Fn14 inh: 45; SRC3 inh: -97; NR2F2 inh: -69; KKLEB cytotox: 0

Results for Cc1cccc(C(=O)N2CCC(=O)N(C(COCc3ccc(Cl)cc3)Cc3ccccc3)CC2)c1 (stereo not drawn) ?
C8 TRAIL sens: 8; CF NFkB block: -3; TROY NFkB inh: -10; LMP1 NFkB inh: -1; LRH-1 inv ag: -13; NCOA1 inh: -52; Shn3 3UTR inh: 3; TWEAK-Fn14 inh: -19; SRC3 inh: -1; NR2F2 inh: 18; KKLEB cytotox: 3

Results for C=CCOc1c(Br)cc(/C=N/NC(=O)Cc2ccc(C(F)(F)F)cc2[N+](=O)[O-])cc1OC ?
C8 TRAIL sens: 14; CF NFkB block: 12; TROY NFkB inh: 16; LMP1 NFkB inh: -12; LRH-1 inv ag: 7; NCOA1 inh: 7; Shn3 3UTR inh: 26; TWEAK-Fn14 inh: -63; SRC3 inh: 28; NR2F2 inh: -7; KKLEB cytotox: -15

How did COc1ccc(-c2cn(CCN)c(-c3ccncc3)n2)cc1 do in these assays?
C8 TRAIL sens: 2; CF NFkB block: -44; TROY NFkB inh: 0; LMP1 NFkB inh: -8; LRH-1 inv ag: 1; NCOA1 inh: -19; Shn3 3UTR inh: -9; TWEAK-Fn14 inh: 10; SRC3 inh: 8; NR2F2 inh: 21; KKLEB cytotox: 10

Results for CCn1c(=O)cc(OCC(=O)NCCc2ccc(OC)c(OC)c2)c2ccccc21 ?
C8 TRAIL sens: -4; CF NFkB block: -28; TROY NFkB inh: 2; LMP1 NFkB inh: 3; LRH-1 inv ag: 18; NCOA1 inh: 10; Shn3 3UTR inh: 9; TWEAK-Fn14 inh: 1; SRC3 inh: -1; NR2F2 inh: -2; KKLEB cytotox: 7

What do the screens show for `C/C(CC(=O)NC(C)(C)C)=N\NC(=O)COc1ccc(C)cc1Br`?
C8 TRAIL sens: -5; CF NFkB block: 5; TROY NFkB inh: -23; LMP1 NFkB inh: -4; LRH-1 inv ag: 1; NCOA1 inh: 9; Shn3 3UTR inh: -6; TWEAK-Fn14 inh: -12; SRC3 inh: -10; NR2F2 inh: -13; KKLEB cytotox: 10

What do the screens show for `Fc1ccccc1CNc1cc(Cl)cc(Cl)c1`?
C8 TRAIL sens: 9; CF NFkB block: 4; TROY NFkB inh: -28; LMP1 NFkB inh: 2; LRH-1 inv ag: 5; NCOA1 inh: -7; Shn3 3UTR inh: 8; TWEAK-Fn14 inh: 8; SRC3 inh: 7; NR2F2 inh: 8; KKLEB cytotox: 10

What do the screens show for `Cc1ccc(CCNC(=O)C2CCC(=O)N2Cc2ccc(F)cc2)cc1` (stereo not drawn)?
C8 TRAIL sens: -8; CF NFkB block: -5; TROY NFkB inh: -23; LMP1 NFkB inh: -1; LRH-1 inv ag: 10; NCOA1 inh: -4; Shn3 3UTR inh: -1; TWEAK-Fn14 inh: 4; SRC3 inh: -7; NR2F2 inh: 11; KKLEB cytotox: -4

How did O=C1CN(C(=O)COC(=O)CCC(=O)c2ccc3c(c2)OCCO3)c2ccccc2N1 do in these assays?
C8 TRAIL sens: -11; CF NFkB block: 11; TROY NFkB inh: -4; LMP1 NFkB inh: 1; LRH-1 inv ag: 3; NCOA1 inh: -2; Shn3 3UTR inh: -7; TWEAK-Fn14 inh: -8; SRC3 inh: 8; NR2F2 inh: -5; KKLEB cytotox: -5

How did CC1(C(=O)NS(=O)(=O)c2ccc(Cl)cc2)CCN1C(=O)Cc1ccccc1Cl (stereo not drawn) do in these assays?
C8 TRAIL sens: -4; CF NFkB block: -7; TROY NFkB inh: -7; LRH-1 inv ag: -3; NCOA1 inh: -4; Shn3 3UTR inh: -1; TWEAK-Fn14 inh: -16; SRC3 inh: 3; NR2F2 inh: 18; KKLEB cytotox: 7

How did O=C(Oc1ccccc1C(=O)N1CCOCC1)c1ccc(F)cc1 do in these assays?
C8 TRAIL sens: -9; CF NFkB block: -3; TROY NFkB inh: 27; LMP1 NFkB inh: -6; LRH-1 inv ag: 3; NCOA1 inh: 8; Shn3 3UTR inh: -1; TWEAK-Fn14 inh: -7; SRC3 inh: 19; NR2F2 inh: 5; KKLEB cytotox: 4

What do the screens show for `COc1ccc(C(=O)NNC(=O)c2cc3ccccc3cc2O)cc1`?
C8 TRAIL sens: 9; CF NFkB block: -14; TROY NFkB inh: -24; LMP1 NFkB inh: 10; LRH-1 inv ag: -9; NCOA1 inh: -9; Shn3 3UTR inh: -1; TWEAK-Fn14 inh: 4; SRC3 inh: 15; NR2F2 inh: 10; KKLEB cytotox: 14

Results for O=c1c2c3c(sc2nc2n1CCCCC2)CCCCC3 ?
C8 TRAIL sens: 20; CF NFkB block: -12; TROY NFkB inh: -42; LMP1 NFkB inh: -46; LRH-1 inv ag: -115; NCOA1 inh: -189; Shn3 3UTR inh: -36; TWEAK-Fn14 inh: -33; SRC3 inh: -82; KKLEB cytotox: -4

Results for CC/C(=N\NC(=O)c1ccc(Br)cc1)c1ccccc1 ?
C8 TRAIL sens: 21; CF NFkB block: -21; TROY NFkB inh: -6; LMP1 NFkB inh: -4; LRH-1 inv ag: -8; NCOA1 inh: -12; Shn3 3UTR inh: -10; TWEAK-Fn14 inh: -2; SRC3 inh: 4; NR2F2 inh: -20; KKLEB cytotox: 14

Arranged by length of the SMILES (descending): some entries from above.
How did CC1(C(=O)NS(=O)(=O)c2ccc(Cl)cc2)CCN1C(=O)Cc1ccccc1Cl (stereo not drawn) do in these assays?
C8 TRAIL sens: -4; CF NFkB block: -7; TROY NFkB inh: -7; LRH-1 inv ag: -3; NCOA1 inh: -4; Shn3 3UTR inh: -1; TWEAK-Fn14 inh: -16; SRC3 inh: 3; NR2F2 inh: 18; KKLEB cytotox: 7

How did O=C(Oc1ccccc1C(=O)N1CCOCC1)c1ccc(F)cc1 do in these assays?
C8 TRAIL sens: -9; CF NFkB block: -3; TROY NFkB inh: 27; LMP1 NFkB inh: -6; LRH-1 inv ag: 3; NCOA1 inh: 8; Shn3 3UTR inh: -1; TWEAK-Fn14 inh: -7; SRC3 inh: 19; NR2F2 inh: 5; KKLEB cytotox: 4

Results for O=c1c2c3c(sc2nc2n1CCCCC2)CCCCC3 ?
C8 TRAIL sens: 20; CF NFkB block: -12; TROY NFkB inh: -42; LMP1 NFkB inh: -46; LRH-1 inv ag: -115; NCOA1 inh: -189; Shn3 3UTR inh: -36; TWEAK-Fn14 inh: -33; SRC3 inh: -82; KKLEB cytotox: -4
